Assay outcomes: PubChem, Broad Institute
INS-1E GSIS act: GLuc luminescence reporter in INS-1E cells, primary screen for activators of glucose-dependent secretion of insulin; INS-1E GLuc reporter insulin secretion, 2-3 h; AID 743287; 370,000 tested, 0.61% active; activation, % at 16.6 µM;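 active means lowest replicate activation of at least 40%, so every replicate reaches that level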;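 further: 0% = median of neutral control wells and 100% = median of IBMX positive control wells; some compounds called inactive have numbers as strong as hits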
CFTR F508del cor: CFTR F508del correction in bronchial cells; activity (quench increase), % at 7.58 µM; CFBE cells, YFP halide quenching; stimulated with forskolin plus potentiator P3; % fluorescence drop versus neutral controls; 350,000 tested, 0.36% active;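 active means mean added fluorescence quench of at least 8% versus neutral control, with both replicates also reaching 8%; inconclusive means only one of the mean or replicate conditions met; inactive means mean below 8% and not both replicates reaching 8%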;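 further: cells transiently co-express mutant CFTR-F508del with the halide-sensitive YFP; corrector assay measuring rescue of mutant channel to the surface after 24 h compound exposure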
ARNT-TACC3 inh: disruptors of human ARNT/TACC3 interaction. Q9Y6A5. AlphaScreen His-ARNT PAS-B/GST-TACC3 binding, luminescence; TACC3 fragment carries E629A point mutation. inhibition, % at 9.99 µM. 390,000 tested, 0.66% active. AID 623870;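 active means mean inhibition of replicates at least 50% and at least half of replicates each reaching 50%; inconclusive means half or more replicates reach 50% but mean below 50%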;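 further: 0% = complete ARNT plus TACC3 wells and 100% = ARNT alone without TACC3; many hits fall short of the cut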
EWS-Fli block: EWS/Fli transcriptional activity inhibition | A673 NR0B1-luciferase reporter, viability-normalised | inhibition, % at 12.6 µM | 350,000 tested, 0.67% active;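 active means mean inhibition of at least 50% after viability correction, with every replicate also passing that limit; inconclusive means mean reaches 50% but only one of two replicates passes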;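 further: firefly luciferase signal divided by Alamar Blue viability fluorescence both relative to DMSO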
ERp5 inh: blocks human ERp5 reductase activity on insulin | Q15084 | ERp5 insulin aggregation, absorbance 650 nm, 90 min | inhibition, % at 9.99 µM | 350,000 tested, 0.05% active | AID 651711;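 active means mean replicate inhibition above about 25%, with every replicate also reaching it, limit read from the data, passing the limit was not always enough; inconclusive means only one of those two criteria met; inactive means neither criterion met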
Target sequence (Q15084 whole entry, looked up): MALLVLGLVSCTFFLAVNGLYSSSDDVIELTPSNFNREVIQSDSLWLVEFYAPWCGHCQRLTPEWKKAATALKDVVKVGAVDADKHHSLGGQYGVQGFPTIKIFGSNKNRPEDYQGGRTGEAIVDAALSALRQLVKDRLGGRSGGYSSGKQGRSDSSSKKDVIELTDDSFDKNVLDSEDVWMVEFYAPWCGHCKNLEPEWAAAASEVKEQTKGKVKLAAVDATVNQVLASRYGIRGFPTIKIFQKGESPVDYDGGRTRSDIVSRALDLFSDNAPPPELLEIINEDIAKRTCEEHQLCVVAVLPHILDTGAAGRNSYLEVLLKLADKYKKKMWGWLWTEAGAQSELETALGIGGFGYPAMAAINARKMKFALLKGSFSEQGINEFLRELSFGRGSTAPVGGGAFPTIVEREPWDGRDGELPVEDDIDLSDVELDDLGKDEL
Xi reactivation: activators of X-chromosome reactivation in mouse fibroblasts. activation, % at 7.58 µM. XiGFP mouse fibroblasts, % GFP-positive cells imaging, 3 d; cells co-treated with 5-aza-dC sensitizer; scaled so ellipticine positive control = 100%. AID 743238. 360,000 tested, 0.055% active;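 active means mean normalized replicate activation at least 10% and every replicate at or above 10%; inconclusive means only one of the two criteria met; inactive means mean below 10% and not all replicates reach 10%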;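 further: 0% = median of on-plate neutral control wells and 100% = ellipticine 6 µM median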
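Assay system: SV40-immortalized XiGFP fibroblast cells, line 68-5-11; buffer or medium: DMEM plus 5-aza-dC sensitizer; compound: one concentration, pinned; timing: compounds 3 days, fix/stain 15 min at room temperature; benchmarks: positive control ellipticine, 6 µM final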
PAX8 reporter: PAX8 transcriptional activity inhibition | inhibition, % at 12.6 µM | RMG-I TPO-luciferase reporter, SteadyGlo, 24 h | 360,000 tested, 1.2% active;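 active means mean replicate inhibition at least 60% with every replicate also reaching 60%; inconclusive means only one of the two criteria is met; inactive means mean below 60% and not all replicates reaching 60%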;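 further: luciferase light reporting Pax8 driven TPO promoter activity; plate controls were median of neutral control wells for no effect and mitoxantrone controls for full effect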
DENV2 CPE rescue: DENV2-induced cell death inhibition; DENV2-infected cells, cytopathic effect rescue, plate reader; CPE inhibition, % at 9.99 µM; 350,000 tested, 1.7% active; in the data active means CPE inhibition above about 20%, passing the limit was not always enough; inconclusive means no clear call, values can overlap the other calls; tested in BHK-21 cells;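 further: 0% = median of neutral control wells and 100% = median of positive control wells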
An asterisk follows results filed as active; & = joins results of further samples. Compounds as they come; about 4.2% have a hit in one of these screens.

`CCCN1CCN(C(=O)c2cc3c(s2)-c2ccccc2OC3)CC1` gave INS-1E GSIS act 4.5, CFTR F508del cor -0.5, ARNT-TACC3 inh 0.4, EWS-Fli block -40.1, ERp5 inh 0.8, Xi reactivation 0.0, PAX8 reporter -90.6 and DENV2 CPE rescue 3.8.
For CCN1CCN(c2c(Cl)cccc2NC(=O)c2ccc3nsnc3c2)CC1 the results were INS-1E GSIS act 14.0, CFTR F508del cor -0.9, ARNT-TACC3 inh -6.8, EWS-Fli block 4.0, ERp5 inh 2.0, Xi reactivation 0.0, PAX8 reporter -3.0 and DENV2 CPE rescue -5.1.
`O=CN1CCN(c2ncnc3c2nnn3Cc2c(F)cccc2Cl)CC1` gave INS-1E GSIS act 13.2, ARNT-TACC3 inh -6.9, EWS-Fli block 6.7, ERp5 inh -0.3, Xi reactivation 0.1, PAX8 reporter -10.5 and DENV2 CPE rescue -8.1.
Screening NC(=O)c1ccc(NC(=O)COC(=O)c2cc3ccccc3cc2O)cc1 returned INS-1E GSIS act 26.6, CFTR F508del cor 1.0, ARNT-TACC3 inh 21.3, EWS-Fli block 4.9, ERp5 inh 3.8, Xi reactivation 0.2, PAX8 reporter 12.8 and DENV2 CPE rescue 2.4.
For COc1ccc(CNc2cccc3[nH]c(C(F)(F)F)nc23)cc1OC the results were INS-1E GSIS act 0.8, CFTR F508del cor -0.6, ARNT-TACC3 inh -9.8, EWS-Fli block 4.4, ERp5 inh 2.3, Xi reactivation 0.0, PAX8 reporter 13.9 and DENV2 CPE rescue 0.5.
Screening Cc1cccc(NC(=O)COC(=O)c2cccc3c2C(=O)c2ccccc2C3=O)c1C returned INS-1E GSIS act 11.6, CFTR F508del cor 0.8, ARNT-TACC3 inh 1.7, EWS-Fli block 17.7, Xi reactivation 0.1 and PAX8 reporter -7.8.
For Cc1ccsc1/C=N/NC(=O)CNC(=O)c1ccco1 the results were INS-1E GSIS act 3.7, CFTR F508del cor -3.8, ARNT-TACC3 inh -3.3, EWS-Fli block -5.0, ERp5 inh 4.8, Xi reactivation 0.3, PAX8 reporter -13.7 and DENV2 CPE rescue -1.4.
CCNC(=S)N1CCc2cc(OC)c(OC)cc2C1COc1ccc(F)cc1 (configuration not stated) was read as INS-1E GSIS act -16.4, CFTR F508del cor -0.4, ARNT-TACC3 inh 1.4, EWS-Fli block 9.8, ERp5 inh 6.4, Xi reactivation -0.1 and PAX8 reporter 2.8.
Screening Cc1ccccc1-c1cccc2[nH]c3c(c12)CCN1C(=O)[C@H]2[C@H](C)ON(C)[C@H]2C[C@@H]31 returned INS-1E GSIS act 15.4, CFTR F508del cor 1.0, EWS-Fli block 6.4, ERp5 inh -0.6, Xi reactivation 1.4, PAX8 reporter 15.9 and DENV2 CPE rescue -5.2.
Clc1cc(Cl)cc(C2=NC(Cc3ccccc3)CO2)c1 (configuration not stated) was read as CFTR F508del cor -0.6, ARNT-TACC3 inh -29.9, EWS-Fli block -11.6, ERp5 inh 3.9, Xi reactivation 0.0, PAX8 reporter -20.7 and DENV2 CPE rescue -12.2.
`CNC[C@@H]1Oc2ccc(N(C)C)cc2C(=O)N([C@H](C)CO)C[C@@H]1C` gave INS-1E GSIS act 22.2, CFTR F508del cor -0.2, ARNT-TACC3 inh 0.0, EWS-Fli block -1.6, ERp5 inh 0.6, Xi reactivation -1.0, PAX8 reporter 14.3 and DENV2 CPE rescue 7.4.
C[C@H](O)C#Cc1ccc([C@@H]2[C@@H](CO)N3CCCCN(S(=O)(=O)Cc4ccccc4)C[C@H]23)cc1 was read as INS-1E GSIS act -2.9, CFTR F508del cor 4.0, ARNT-TACC3 inh -0.5, EWS-Fli block 2.0, ERp5 inh 2.9, Xi reactivation 0.3, PAX8 reporter -14.9 and DENV2 CPE rescue -5.8.
For CN1CCN(C(=O)[C@H]2[C@H](CO)[C@H]3Cn4c(ccc(C5=CCCC5)c4=O)[C@@H]2N3S(C)(=O)=O)CC1 the results were INS-1E GSIS act 9.8, CFTR F508del cor 0.1, ARNT-TACC3 inh -0.5, EWS-Fli block 6.0, ERp5 inh -2.6, Xi reactivation 0.4 and DENV2 CPE rescue inconclusive.
`Cc1c(NC(=O)Cc2cccs2)cccc1[N+](=O)[O-]` gave INS-1E GSIS act 2.3, CFTR F508del cor 0.2, ARNT-TACC3 inh -3.4, EWS-Fli block 9.4, ERp5 inh 2.5, Xi reactivation 0.1 and PAX8 reporter 15.1.
`CC(C)c1ccc(NC(=S)N2CCN(Cc3ccccc3)CC2)cc1` gave INS-1E GSIS act -5.1, CFTR F508del cor 0.4, ARNT-TACC3 inh 4.9, EWS-Fli block -12.2, ERp5 inh 2.5, Xi reactivation 0.3, PAX8 reporter 3.8 and DENV2 CPE rescue 12.7.
`CC(C)NC(=O)Cn1cnc2c(cnn2-c2ccc(F)cc2)c1=O` gave INS-1E GSIS act 10.7, CFTR F508del cor -1.3, ARNT-TACC3 inh -0.6, EWS-Fli block 5.8, ERp5 inh 1.8, Xi reactivation 0.0, PAX8 reporter -12.6 and DENV2 CPE rescue -0.9.
COc1ccc(NC(=O)CN(C)C(=O)c2ccc(N3CCCCCC3)c([N+](=O)[O-])c2)cc1 was read as INS-1E GSIS act -23.5, CFTR F508del cor 0.1, ARNT-TACC3 inh 11.2, EWS-Fli block 3.2, ERp5 inh -5.1, Xi reactivation -0.2, PAX8 reporter -0.6 and DENV2 CPE rescue -5.8.
Screening C=CCn1c(SCCNC(C)=O)nc2cc(-c3ccccc3)sc2c1=O returned INS-1E GSIS act -3.7, CFTR F508del cor -1.3, ARNT-TACC3 inh -6.2, EWS-Fli block -11.8, ERp5 inh -2.7, Xi reactivation 0.4, PAX8 reporter -26.2 and DENV2 CPE rescue inconclusive.
`CC(C)CCN1CCN(Cc2cnc(-c3ccccc3)s2)CC1CCO` (configuration not stated) gave INS-1E GSIS act 9.2, CFTR F508del cor 0.8, ARNT-TACC3 inh 0.8, EWS-Fli block 4.4, ERp5 inh 2.6, Xi reactivation 0.0 and PAX8 reporter 5.1.
`O=C(C[C@@H]1CC[C@@H]2[C@H](COC[C@H](O)CN2Cc2cccc(Cl)c2)O1)N1CCCCC1` gave INS-1E GSIS act -1.7, CFTR F508del cor -3.3, ARNT-TACC3 inh -1.1, EWS-Fli block -8.1, ERp5 inh -1.6, Xi reactivation 0.0, PAX8 reporter -4.8 and DENV2 CPE rescue -3.7.
CCOc1ccc(CN(CCC#N)C(=S)NC(=O)c2ccccc2)cc1 was read as INS-1E GSIS act 8.6, ARNT-TACC3 inh 23.8, Xi reactivation 0.0 and PAX8 reporter 15.0.
`O=C(CN1C(=O)NC2(CCCc3ccccc32)C1=O)c1ccc(Br)cc1` (configuration not stated) gave INS-1E GSIS act 5.2, CFTR F508del cor -1.5, ARNT-TACC3 inh 3.7, EWS-Fli block 4.7, ERp5 inh -1.4, Xi reactivation 1.1, PAX8 reporter 11.2 and DENV2 CPE rescue -3.4.
CCOC(=O)C1=C(C)NC(C)=C(C(=O)OCC)C1C(=O)OCC(=O)NC(C)C was read as INS-1E GSIS act 5.4, CFTR F508del cor 1.7, ARNT-TACC3 inh -5.0&-1.1, EWS-Fli block -9.2, ERp5 inh 1.6, Xi reactivation 0.0, PAX8 reporter 2.0 and DENV2 CPE rescue -0.1.
For COC(=O)Cc1ccc(NC(=S)N2CCCC(C)C2)cc1 (configuration not stated) the results were INS-1E GSIS act 2.9, CFTR F508del cor -3.2, EWS-Fli block 7.5, ERp5 inh 4.7, Xi reactivation 0.0, PAX8 reporter 19.7 and DENV2 CPE rescue 0.5.
For COC1=CC(=O)OC(c2cccc(Cl)c2)C1 (configuration not stated) the results were INS-1E GSIS act 13.8, CFTR F508del cor 2.0, EWS-Fli block -11.1, ERp5 inh -0.3, Xi reactivation -0.1, PAX8 reporter -14.7 and DENV2 CPE rescue -8.5.
For Cc1c(C(=O)Nc2cccc(S(=O)(=O)N3CCOCC3)c2)oc2ccc(Br)cc12 the results were INS-1E GSIS act 11.4, CFTR F508del cor -3.7, ARNT-TACC3 inh -6.7, EWS-Fli block 9.5, ERp5 inh -0.1, Xi reactivation 0.1, PAX8 reporter 10.1 and DENV2 CPE rescue 7.0.
Screening O=C(O)c1cocc1C(=O)O returned EWS-Fli block 0.8, ERp5 inh 1.1, Xi reactivation 0.0, PAX8 reporter 0.7 and DENV2 CPE rescue 0.8.
For COc1cccc(CN(C)C(=O)CC2C(=O)NCCN2C2Cc3ccccc3C2)c1 (configuration not stated) the results were INS-1E GSIS act -19.4, CFTR F508del cor 1.5, ARNT-TACC3 inh -2.8, ERp5 inh -5.4, Xi reactivation 0.1, PAX8 reporter 16.1 and DENV2 CPE rescue 0.0.
For O=C(C[C@H]1C=C[C@H](NC(=O)Nc2ccccc2F)[C@H](CO)O1)NCc1ccc(-c2ccccc2)cc1 the results were INS-1E GSIS act -1.4, CFTR F508del cor -2.7, ARNT-TACC3 inh -19.3, EWS-Fli block -10.7, ERp5 inh -1.8, Xi reactivation 0.6, PAX8 reporter 7.9 and DENV2 CPE rescue 0.9.
For CSc1ncccc1C(=O)OCC(=O)Nc1ccc2c(c1)CCC2 the results were INS-1E GSIS act 15.7, CFTR F508del cor 1.1, ARNT-TACC3 inh -5.6, EWS-Fli block -12.2, ERp5 inh -9.5, Xi reactivation -0.1, PAX8 reporter -7.5 and DENV2 CPE rescue 12.1.
CCOC(=O)C1=CN(Cc2cccc(F)c2)S(=O)(=O)NC1c1ccc(Br)cc1F (configuration not stated) was read as CFTR F508del cor 2.4, ARNT-TACC3 inh -5.1, EWS-Fli block 5.2, ERp5 inh -1.7, Xi reactivation 0.0, PAX8 reporter 13.7 and DENV2 CPE rescue -6.7.
Screening CCN(C(=O)Cc1nc(N)n[nH]1)C1(C(=O)Nc2ccccc2)CCCCC1 returned CFTR F508del cor -2.0, ARNT-TACC3 inh 73.1*, EWS-Fli block 2.5, ERp5 inh -1.6, Xi reactivation 0.3, PAX8 reporter -14.9 and DENV2 CPE rescue -0.7.
Screening CC(C)c1ccc(/C=N/NC(=O)c2ccc(-n3cnnn3)cc2)cc1 returned INS-1E GSIS act 7.9, CFTR F508del cor -4.1, ARNT-TACC3 inh 0.9, EWS-Fli block 0.3, ERp5 inh 2.4, Xi reactivation 0.1, PAX8 reporter -5.3 and DENV2 CPE rescue -2.0.
For CCCCOCC1CN(CCCC)S(=O)(=O)c2c(cccc2N2CCCC2)O1 (configuration not stated) the results were INS-1E GSIS act -22.9, CFTR F508del cor -2.4, EWS-Fli block -0.4, ERp5 inh 5.9, Xi reactivation 0.3, PAX8 reporter -4.8 and DENV2 CPE rescue 6.8.
Screening C[C@H]1CN([C@@H](C)CO)C(=O)c2cc(N(C)C)ccc2O[C@@H]1CN(C)Cc1ccc(-c2ccccc2)cc1 returned INS-1E GSIS act -4.7, CFTR F508del cor 3.1, ARNT-TACC3 inh 16.4, EWS-Fli block -0.5, ERp5 inh -3.0, Xi reactivation -0.2, PAX8 reporter -11.6 and DENV2 CPE rescue 18.3.
